From PubChem BioAssay
APJ antagonist: blocks the human apelin receptor APJ. P35414. CHO-K1 APJ beta-arrestin complementation, luminescence. inhibition, % at 20 µM. 330,000 tested, 0.32% active. AID 2521;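 active = inhibition above about 40% at 20 µM, limit read from the data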;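 also: cells challenged with 10 nM apelin-13 agonist together with compound; plate controls were apelin-13 plus DMSO wells for no effect and DMSO wells lacking apelin-13 for full effect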
697 NFkB inh: lowers PMA/ionomycin-induced NF-kB signal in 697 B cells. 697 B-cell NF-kB luciferase reporter, 16 h. inhibition, % at 4 µM. 330,000 tested, 0.33% active; in the data active = inhibition above about 35%
UBC13 polyUb: human UBC13 polyubiquitination inhibition; P61088; UBC13 polyubiquitin chain formation, TR-FRET; inhibition, % at 20 µM; 330,000 tested, 0.47% active; AID 485273; in the data active = inhibition above about 45%, passing the limit was not always enough
Target sequence (P61088 whole entry, looked up): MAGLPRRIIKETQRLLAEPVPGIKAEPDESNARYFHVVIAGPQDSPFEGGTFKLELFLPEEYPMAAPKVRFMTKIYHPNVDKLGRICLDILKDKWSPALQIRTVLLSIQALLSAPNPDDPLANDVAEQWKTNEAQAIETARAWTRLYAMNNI
EBI2 antag: antagonists of human EBI2 receptor; 360,000 tested, 0.81% active; EBI2 beta-arrestin recruitment, luminescence, 7a,25-OHC stimulated; P32249; inhibition, % at 5 µM; in the data active = inhibition above about 38%;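 also: enzyme fragment complementation signal reports receptor beta-arrestin coupling in cells; 0% = agonist plus DMSO wells and 100% = wells without agonist; some results beyond the cut were filed as inactive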
Target sequence (P32249 whole entry, looked up, the tested form may be a part): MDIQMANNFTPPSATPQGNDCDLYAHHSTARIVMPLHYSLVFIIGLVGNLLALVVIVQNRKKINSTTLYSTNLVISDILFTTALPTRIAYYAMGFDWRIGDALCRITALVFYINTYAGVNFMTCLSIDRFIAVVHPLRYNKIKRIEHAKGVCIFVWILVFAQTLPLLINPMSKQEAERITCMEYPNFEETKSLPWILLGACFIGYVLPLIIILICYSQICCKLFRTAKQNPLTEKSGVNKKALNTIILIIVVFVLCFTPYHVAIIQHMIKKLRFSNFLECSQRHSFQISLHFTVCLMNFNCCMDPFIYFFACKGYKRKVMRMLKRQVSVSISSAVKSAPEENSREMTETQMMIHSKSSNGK
CCR6 antag: blocks CCL20-driven beta-arrestin recruitment at human CCR6; CHO-K1 CCR6 PathHunter beta-arrestin, luminescence, CCL20-stimulated; 340,000 tested, 0.49% active; inhibition, % at 20 µM; AID 493098; P51684;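 active = compounds whose inhibition of the agonist-driven luminescence signal at 20 µM reaches about 50%, limit read from the data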;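 also: cells stimulated with CCL20 at 14 nM final; plate controls were DMSO with CCL20 for no effect and DMSO without agonist for full effect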
Target sequence (P51684 whole entry, looked up): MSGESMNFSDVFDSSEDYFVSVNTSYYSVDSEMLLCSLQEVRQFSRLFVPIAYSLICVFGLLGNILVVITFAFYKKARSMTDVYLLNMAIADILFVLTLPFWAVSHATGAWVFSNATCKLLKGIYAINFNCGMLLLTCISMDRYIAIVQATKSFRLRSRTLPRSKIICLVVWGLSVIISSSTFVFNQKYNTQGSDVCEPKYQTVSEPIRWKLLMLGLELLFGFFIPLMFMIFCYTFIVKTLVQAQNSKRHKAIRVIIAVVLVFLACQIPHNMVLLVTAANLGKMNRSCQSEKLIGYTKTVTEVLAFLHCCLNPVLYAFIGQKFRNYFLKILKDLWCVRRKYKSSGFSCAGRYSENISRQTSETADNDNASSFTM
Jurkat NFkB inh: inhibitors of the PMA/ionomycin-induced NF-kB reporter in Jurkat cells | 330,000 tested, 0.53% active | inhibition, % at 4 µM | PMA/ionomycin-induced NF-kB luciferase reporter, luminescence | AID 435003; in the data active = inhibition above about 50%
Gli-Sufu block: Gli-Sufu pathway antagonism. Sufu-KO-LIGHT fibroblasts, Gli luciferase reporter luminescence. inhibition, % at 5 µM. AID 588413. 340,000 tested, 0.74% active;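 active = inhibition above about 55%, limit read from the data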;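 also: 0% = DMSO-treated cells and 100% = wells with medium but no cells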
CXCR6 block: inhibitors of human CXCR6 receptor | inhibition, % at 20 µM | O00574 | CHO-K1 PathHunter CXCR6 beta-arrestin, luminescence | 360,000 tested, 0.36% active; in the data active = inhibition above about 34%, passing the limit was not always enough;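 also: antagonist mode with CXCL16 agonist at 10 nM final; 0% = 10 nM CXCL16 with DMSO and 100% = unstimulated wells without agonist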
Numbers without * were called inactive.

Screening Cc1nc(Cl)c(C(=O)NC(=O)Nc2cccc(C(F)(F)F)c2)c(C)c1[N+](=O)[O-] returned APJ antagonist 1, 697 NFkB inh 16, UBC13 polyUb 8, EBI2 antag -10, CCR6 antag -3, Jurkat NFkB inh 1, Gli-Sufu block 2 and CXCR6 block -6.
`Cc1ccccc1C(=O)c1c[nH]c(C(=O)N=CN(C)C)c1` gave APJ antagonist -7, 697 NFkB inh -2, UBC13 polyUb 1, EBI2 antag 2, CCR6 antag -5, Jurkat NFkB inh 5, Gli-Sufu block 1 and CXCR6 block -6.
O=C(CN(C(=O)CCC(=O)Nc1ccccn1)c1ccc2c(c1)OCO2)NCc1ccc(F)cc1 was read as APJ antagonist -28, 697 NFkB inh 7, UBC13 polyUb 3, EBI2 antag 2, CCR6 antag 0, Jurkat NFkB inh 8, Gli-Sufu block -10 and CXCR6 block 5.
For C(=N\Nc1nccc(-c2cccnc2)n1)/c1ccccc1 the results were APJ antagonist 5, 697 NFkB inh -105, UBC13 polyUb 2, EBI2 antag -8, CCR6 antag -4, Jurkat NFkB inh -95, Gli-Sufu block -45 and CXCR6 block -8.
C=CCn1c(SCc2cc(=O)n3ccsc3n2)nc2ccccc2c1=O was read as APJ antagonist 8, 697 NFkB inh -5, UBC13 polyUb 0, EBI2 antag 11, CCR6 antag 9, Jurkat NFkB inh 3, Gli-Sufu block 4 and CXCR6 block -5.
For CCN(CC(=O)NCc1cccs1)C(=O)c1ccc(NS(=O)(=O)c2cccc([N+](=O)[O-])c2)cc1 the results were APJ antagonist 0, 697 NFkB inh -3, UBC13 polyUb -8, EBI2 antag -9, CCR6 antag 10, Jurkat NFkB inh -1, Gli-Sufu block 4 and CXCR6 block 3.
Screening CCCCCc1ccc(-c2cn(Cc3ccc(C)cc3)nn2)cc1 returned APJ antagonist -14, 697 NFkB inh -21, UBC13 polyUb -23, EBI2 antag 34, CCR6 antag 11, Jurkat NFkB inh -7, Gli-Sufu block -23 and CXCR6 block 9.
`COc1cc(NC(=S)NC(=O)CCc2ccccc2)cc(OC)c1` gave APJ antagonist -76, 697 NFkB inh -17, UBC13 polyUb -8, EBI2 antag -5, CCR6 antag -32, Jurkat NFkB inh 8, Gli-Sufu block -5 and CXCR6 block -18.
For CCCN(C(=O)c1cc(S(=O)(=O)N2CCN(CC)CC2)ccc1Cl)C1CCS(=O)(=O)C1 (stereo not drawn) the results were EBI2 antag -7, CCR6 antag 14, Gli-Sufu block -9 and CXCR6 block 6.
Screening COc1ccc(C)cc1NC(=O)COCC(=O)O returned APJ antagonist -4, 697 NFkB inh 9, UBC13 polyUb 8, EBI2 antag -11, CCR6 antag -5, Jurkat NFkB inh -5, Gli-Sufu block -3 and CXCR6 block -2.
For CC(CC(=O)Nc1ccc(S(=O)(=O)N2CCOCC2)cc1)c1ccccc1 (stereo not drawn) the results were APJ antagonist 9, 697 NFkB inh -27, UBC13 polyUb -12, EBI2 antag -6, CCR6 antag 4, Jurkat NFkB inh -2, Gli-Sufu block 5 and CXCR6 block -2.
For CCCCn1c(CNC(=O)C(C)(C)C)nc2ccccc21 the results were APJ antagonist 15, 697 NFkB inh 2, UBC13 polyUb 10, EBI2 antag -2, CCR6 antag 7, Jurkat NFkB inh 5, Gli-Sufu block -3 and CXCR6 block 4.

Reprinted at random: 2 records from the list.
Screening Cc1nc(Cl)c(C(=O)NC(=O)Nc2cccc(C(F)(F)F)c2)c(C)c1[N+](=O)[O-] returned APJ antagonist 1, 697 NFkB inh 16, UBC13 polyUb 8, EBI2 antag -10, CCR6 antag -3, Jurkat NFkB inh 1, Gli-Sufu block 2 and CXCR6 block -6.
For C(=N\Nc1nccc(-c2cccnc2)n1)/c1ccccc1 the results were APJ antagonist 5, 697 NFkB inh -105, UBC13 polyUb 2, EBI2 antag -8, CCR6 antag -4, Jurkat NFkB inh -95, Gli-Sufu block -45 and CXCR6 block -8.

(more compounds)
Screening Cc1ccc(S(=O)(=O)NC(CC(C)C)C(=O)NCc2ccco2)cc1 (stereo not drawn) returned APJ antagonist 22, 697 NFkB inh 16, UBC13 polyUb 3, EBI2 antag -1, CCR6 antag 0, Jurkat NFkB inh -2, Gli-Sufu block 9 and CXCR6 block 2.
`COc1ccc(CCNS(=O)(=O)c2ccccc2)cc1OC` gave APJ antagonist -10, 697 NFkB inh 10, UBC13 polyUb 4, EBI2 antag 1, CCR6 antag -7, Jurkat NFkB inh 4, Gli-Sufu block -3 and CXCR6 block -2.
Screening CC1Sc2ccc(S(=O)(=O)NCc3ccccc3)cc2NC1=O (stereo not drawn) returned APJ antagonist 0, 697 NFkB inh -28, UBC13 polyUb -5, EBI2 antag -10, CCR6 antag 7, Jurkat NFkB inh 5, Gli-Sufu block 47 and CXCR6 block -5.
Cc1cccc(C)c1NC(=O)CNC(=O)C(NC(=O)c1ccc(C(C)(C)C)cc1)C(C)C (stereo not drawn) was read as APJ antagonist 15, 697 NFkB inh -8, UBC13 polyUb 4, EBI2 antag 1, CCR6 antag 13, Jurkat NFkB inh 13, Gli-Sufu block -4 and CXCR6 block 4.
For COc1ccc(C2=CC(c3cccc(OC)c3)n3nnnc3N2)cc1 (stereo not drawn) the results were APJ antagonist 5, 697 NFkB inh 2, UBC13 polyUb 3, EBI2 antag -7, CCR6 antag 10, Jurkat NFkB inh -14, Gli-Sufu block -6 and CXCR6 block 4.
COc1cccc(C(C(=O)NC2CCCCC2)N(CC2CCCO2)C(=O)CNC(=O)c2ccco2)c1 (stereo not drawn) was read as APJ antagonist 21, 697 NFkB inh -23, UBC13 polyUb -3, EBI2 antag -6, CCR6 antag -12, Jurkat NFkB inh 18, Gli-Sufu block 11 and CXCR6 block 2.
For CCc1nnc(NC(=O)CS(=O)(=O)c2ccccc2)s1 the results were APJ antagonist 18, 697 NFkB inh 6, UBC13 polyUb -5, EBI2 antag -7, CCR6 antag -1, Jurkat NFkB inh 1, Gli-Sufu block -5 and CXCR6 block -3.
`CC(c1ccccc1)C1CC(=O)N(C2CCCCC2)C1=O` (stereo not drawn) gave APJ antagonist -2, 697 NFkB inh -2, UBC13 polyUb -5, EBI2 antag 1, CCR6 antag 5, Jurkat NFkB inh 3, Gli-Sufu block 11 and CXCR6 block 1.
Screening Cc1onc(-c2ccccc2)c1C(=O)N1CCN(CCc2ccccc2)CC1 returned APJ antagonist -13, 697 NFkB inh 16, UBC13 polyUb 4, EBI2 antag 9, CCR6 antag 1, Jurkat NFkB inh -6, Gli-Sufu block -4 and CXCR6 block -3.
`O=C(O)c1ccc(-c2cccc([N+](=O)[O-])c2)o1` gave APJ antagonist -28, 697 NFkB inh -6, UBC13 polyUb -10, EBI2 antag 1, CCR6 antag 3, Jurkat NFkB inh -3, Gli-Sufu block 10 and CXCR6 block -9.
`COc1cc(OC)cc(C(=O)NNC(=O)CN2C(=O)NC3(CCCC3)C2=O)c1` gave APJ antagonist -63, 697 NFkB inh 20, UBC13 polyUb 7, EBI2 antag 6, CCR6 antag 6, Jurkat NFkB inh -2, Gli-Sufu block -1 and CXCR6 block -4.
Cc1ccc(C2(c3noc(CN(C)CCCN4CCOCC4)n3)CCCC2)cc1 was read as APJ antagonist 2, 697 NFkB inh -13, UBC13 polyUb -3 and Jurkat NFkB inh 9.
Screening CC1CCCC(NC(=O)CSC2CCCCC2)C1C (stereo not drawn) returned APJ antagonist 3, 697 NFkB inh 12, UBC13 polyUb -2, EBI2 antag 8, CCR6 antag 15, Jurkat NFkB inh -9, Gli-Sufu block -3 and CXCR6 block 6.
For Cc1ccc(/C=c2\sc3nc(-c4ccco4)nn3c2=O)o1 the results were APJ antagonist -15, 697 NFkB inh 10, UBC13 polyUb -11, EBI2 antag 2, CCR6 antag 5, Jurkat NFkB inh -6, Gli-Sufu block -12 and CXCR6 block 2.
Screening O=C(OCC(=O)N1CCN(c2ccccc2)CC1)c1ccc(Cl)nc1 returned APJ antagonist 3, 697 NFkB inh 11, UBC13 polyUb 0, EBI2 antag -1, CCR6 antag 2, Jurkat NFkB inh -3, Gli-Sufu block -4 and CXCR6 block -6.
`N#CCCCSc1nnnn1-c1cccc(Cl)c1` gave APJ antagonist -9, 697 NFkB inh -1, UBC13 polyUb 2, EBI2 antag -1, CCR6 antag 5, Jurkat NFkB inh 8, Gli-Sufu block 0 and CXCR6 block 0.
COc1ccc(CC(=O)Nc2nncs2)cc1OC was read as APJ antagonist -5, 697 NFkB inh 4, UBC13 polyUb -2, EBI2 antag -9, CCR6 antag 10, Jurkat NFkB inh -4, Gli-Sufu block -5 and CXCR6 block 3.
For COc1ccc(CP(=O)(c2ccccc2)c2ccccc2)cc1 the results were APJ antagonist 8, 697 NFkB inh -3, UBC13 polyUb 0, EBI2 antag -8, CCR6 antag -5, Jurkat NFkB inh -5, Gli-Sufu block -20 and CXCR6 block -2.
COc1ccc(CN(C)C(=O)c2ccc3c(=O)n4c(nc3c2)CCC4)cc1 was read as APJ antagonist -36, 697 NFkB inh 2, UBC13 polyUb 0, EBI2 antag 8, CCR6 antag 3, Jurkat NFkB inh 9, Gli-Sufu block -9 and CXCR6 block -4.
Screening CC1CN(C(=O)c2ccccc2)OC(c2ccc3c(c2)OCO3)O1 (stereo not drawn) returned APJ antagonist 4, 697 NFkB inh 13, UBC13 polyUb 4, EBI2 antag 0, CCR6 antag -2, Jurkat NFkB inh -2, Gli-Sufu block -9 and CXCR6 block 1.
`CCOc1ccc(NC(=O)c2cc(C3CC3)nc3c2cnn3C(C)C)cc1OC` gave APJ antagonist 3, 697 NFkB inh 7, UBC13 polyUb 3, EBI2 antag 14, CCR6 antag 24, Jurkat NFkB inh -7, Gli-Sufu block 8 and CXCR6 block 4.
O=C(NC(=S)Nc1ccccc1N1CCCC1)c1ccccc1Br was read as APJ antagonist 8, 697 NFkB inh -33, UBC13 polyUb -4, EBI2 antag 8, Jurkat NFkB inh -9 and CXCR6 block 27.
Screening CN(C(=O)Cc1ccccc1)n1cnnc1 returned APJ antagonist -12, 697 NFkB inh 6, UBC13 polyUb 9, EBI2 antag 6, CCR6 antag -17, Jurkat NFkB inh -3, Gli-Sufu block 4 and CXCR6 block -11.
For N/C(Cc1ccc(Cl)c(Cl)c1)=N\OC(=O)c1ccc(Br)o1 the results were APJ antagonist -36, 697 NFkB inh -12, UBC13 polyUb -1, EBI2 antag -7, CCR6 antag -2, Jurkat NFkB inh -15, Gli-Sufu block 1 and CXCR6 block -8.
For CC(NC(=O)c1ccccc1F)c1nnc(SCC(=O)N2CCN(c3ccccc3)CC2)n1C (stereo not drawn) the results were APJ antagonist 4, 697 NFkB inh -23, UBC13 polyUb -8, EBI2 antag -5, CCR6 antag -9, Jurkat NFkB inh 5, Gli-Sufu block 7 and CXCR6 block -6.
For COc1cccc(CN2C(=O)CCC2(C)C(=O)NCCc2ccc(OC)c(OC)c2)c1 (stereo not drawn) the results were APJ antagonist -17, 697 NFkB inh -1, UBC13 polyUb 7, EBI2 antag 2, CCR6 antag 13, Jurkat NFkB inh 0, Gli-Sufu block 10 and CXCR6 block 5.
For O=C(N/N=C/c1cc(Cl)cc([N+](=O)[O-])c1O)c1cc(-c2ccccn2)nc2ccccc12 the results were APJ antagonist 27, 697 NFkB inh 2, UBC13 polyUb -75, EBI2 antag -12, CCR6 antag 46, Jurkat NFkB inh 8, Gli-Sufu block 0 and CXCR6 block 29.
Cc1ccc(NC(=O)CCCn2c(=O)oc3ccccc32)c(O)c1 was read as APJ antagonist 2, 697 NFkB inh -15, UBC13 polyUb 13, EBI2 antag -1, CCR6 antag -8, Jurkat NFkB inh 10, Gli-Sufu block 0 and CXCR6 block -13.
For O=c1[nH][nH]c(-c2ccccc2)c1C=Nc1ccc(OC(F)(F)F)cc1 the results were APJ antagonist 2, 697 NFkB inh 6, UBC13 polyUb -16, EBI2 antag -7, CCR6 antag 12, Jurkat NFkB inh 5, Gli-Sufu block 12 and CXCR6 block 12.
Screening Cc1cc(C)n(CC(O)COc2ccc(Cl)cc2)n1 (stereo not drawn) returned APJ antagonist -13, 697 NFkB inh 5, UBC13 polyUb -6, EBI2 antag 8, CCR6 antag -2, Jurkat NFkB inh -2, Gli-Sufu block -10 and CXCR6 block 2.
Screening Cc1ccc(N=N/C(=C\O)C(=O)c2ccc(Cl)cc2)cc1 returned APJ antagonist 15, 697 NFkB inh -24, UBC13 polyUb -20, EBI2 antag 25, CCR6 antag -14, Jurkat NFkB inh -5, Gli-Sufu block -5 and CXCR6 block 10.
